Compound activity as filed in PubChem BioAssay.
Bfl-1 Bim block = disrupts Bim binding to human Bfl-1. 190,000 compounds, 0.12% hits. Bead-based flow cytometry, Bim-Bfl-1 binding inhibition. inhibition, % at 10 µM. AID 1008;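 note: 0% = wells without compound plus tracer and 100% = blocker peptide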
Bcl-W Bim block = human Bim-Bcl-W interaction inhibition. AID 952. inhibition, % at 10 µM. bead-based flow cytometry, Bim peptide-Bcl-W binding. 190,000 compounds, 0.02% hits. Q92843;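 note: 0% = bound tracer without compound and 100% = peptide blocker; higher means less fluorescent Bim peptide bound to Bcl-W beads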
Bcl-B Bim block = human Bim-Bcl-B interaction inhibition | Q9HD36 | bead-based flow cytometry, Bim peptide-Bcl-B binding | inhibition, % at 10 µM | 190,000 compounds, 0.073% hits | AID 951;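 note: 0% = tracer peptide without compound and 100% = reference inhibitor peptide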
RGS7-Gao reg = regulators of human RGS7-Galphao interaction; P09471; Multiplexed bead flow cytometry, RGS7-Galphao binding; actives lie on both sides; binding response (% of control), % at 10 µM; 220,000 compounds, 0.35% hits; AID 1439; in the data active = binding response below about 49% or above about 150%; inconclusive = no clear call, values can overlap the other calls; inactive = in between;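 note: fluorescent Galphao held in activated GDP-AlF4 state binding bead-coupled RGS7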
RGS8-Gao = human RGS8-Galphao interaction regulation | multiplexed bead flow cytometry, RGS8-Galphao binding; actives lie on both sides | 220,000 compounds, 0.34% hits | response (percent of control binding), % at 10 µM | P09471 | AID 1423; in the data active = response below about 60% or above about 140%; inactive = in between;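 note: Galphao activated as the GDP aluminium fluoride complex binding bead-coupled RGS8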
Bim-Bcl-2 = disrupts Bim peptide binding to human Bcl-2; inhibition, % at 10 µM; 190,000 compounds, 0.06% hits; P10415; Bead-based flow cytometry, Bim peptide-Bcl-2 binding; AID 950; in the data active = inhibition above about 40%; inconclusive = no clear call, values can overlap the other calls;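 note: 0% = no compound wells with probe peptide and 100% = reference peptide inhibitor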
Target sequence (P10415 whole entry, looked up): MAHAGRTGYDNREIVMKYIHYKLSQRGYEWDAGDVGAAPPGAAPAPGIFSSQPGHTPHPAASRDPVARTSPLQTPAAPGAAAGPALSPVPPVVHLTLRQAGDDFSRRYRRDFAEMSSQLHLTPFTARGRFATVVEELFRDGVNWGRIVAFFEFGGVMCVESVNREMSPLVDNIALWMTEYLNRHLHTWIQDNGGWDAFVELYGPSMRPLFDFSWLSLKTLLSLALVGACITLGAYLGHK
Mcl-1 Bim block = disrupts Bim peptide binding to human Mcl-1. inhibition, % at 10 µM. Q07820. 190,000 compounds, 0.1% hits. AID 1009. Bead-based flow cytometry, Bim peptide-Mcl-1 binding;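 note: 0% = no compound tracer wells and 100% = peptide blocker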
Bcl-XL Bim block = disrupts Bim peptide binding to human Bcl-XL; bead flow cytometry, fluorescence; AID 1007; 190,000 compounds, 0.04% hits; inhibition, % at 10 µM; Q07817
RGS4-Gao reg = human RGS4-Galphao interaction regulation; P09471; Multiplexed bead flow cytometry, RGS4-Galphao binding; actives lie on both sides; binding response (% of control), % at 10 µM; 220,000 compounds, 0.33% hits; AID 1415; in the data active = binding response below about 49% or above about 150%; inactive = in between;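 note: fluorescent Galphao activated with aluminum fluoride binding bead-coupled RGS4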
ABCG2 block = human ABCG2 inhibition, ABCB1 as counter-screen | IgMXP3 cells, JC-1 efflux, flow cytometry | inhibition, % at 6.6 µM | Q9UNQ0 | 190,000 compounds, 0.1% hits | AID 1325;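 active = inhibition above 80%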;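 note: 0% = DMSO and 100% = nicardipine control wells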
Target sequence (Q9UNQ0 whole entry, looked up): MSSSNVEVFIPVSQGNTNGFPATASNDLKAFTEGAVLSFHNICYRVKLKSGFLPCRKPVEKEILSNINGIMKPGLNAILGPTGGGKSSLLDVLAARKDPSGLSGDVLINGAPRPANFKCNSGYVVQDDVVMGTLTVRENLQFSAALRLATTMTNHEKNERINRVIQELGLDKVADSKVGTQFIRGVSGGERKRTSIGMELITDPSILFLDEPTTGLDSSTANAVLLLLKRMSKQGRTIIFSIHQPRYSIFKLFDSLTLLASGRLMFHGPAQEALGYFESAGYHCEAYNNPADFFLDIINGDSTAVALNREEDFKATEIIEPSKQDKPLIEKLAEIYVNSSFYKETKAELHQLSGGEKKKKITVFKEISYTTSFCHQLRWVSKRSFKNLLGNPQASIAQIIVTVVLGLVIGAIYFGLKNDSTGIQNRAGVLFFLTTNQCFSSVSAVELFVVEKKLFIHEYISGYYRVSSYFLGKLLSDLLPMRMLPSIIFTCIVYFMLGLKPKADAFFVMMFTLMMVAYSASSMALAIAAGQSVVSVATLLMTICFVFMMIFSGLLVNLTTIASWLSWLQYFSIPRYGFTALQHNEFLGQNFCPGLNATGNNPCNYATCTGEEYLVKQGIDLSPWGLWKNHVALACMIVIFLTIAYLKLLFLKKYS
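Test system: IgMXP3 cells (ABCG2) mixed with DDAO far-red-labelled CCRF-Adr cells (ABCB1). Reagent: JC-1 transporter substrate. Compound dosing: single test compound dose, 6.6 µM final. Times: 10 min compound exposure, 25 °C. Detection: flow cytometry of retained JC-1 fluorescence. Read-out basis: efflux inhibition in percent versus controls. Controls: nicardipine and DMSO wells.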
ABCB1 inh = blocks JC-1 efflux by human ABCB1 transporter | inhibition, % at 6.6 µM | CCRF-Adr cells, flow cytometry | P08183 | AID 1326 | 190,000 compounds, 0.067% hits; in the data active = inhibition above about 40%;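 note: 0% = vehicle and 100% = reference inhibitor; higher value means more JC-1 retained so stronger ABCB1 efflux block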
An asterisk follows results filed as active; ? = inconclusive; [ ] = remark or other dose. Cut-off read from the data, not from the text of the source, unless noted: active = inhibition above about 40%.

Each structure is followed by: Bfl-1 Bim block	Bcl-W Bim block	Bcl-B Bim block	RGS7-Gao reg	RGS8-Gao	Bim-Bcl-2	Mcl-1 Bim block	Bcl-XL Bim block	RGS4-Gao reg	ABCG2 block	ABCB1 inh
Cc1nn(C(=O)CN2C(=O)c3ccccc3C2=O)c(C)c1Br
    0	0	-1	104	99	0	-3	0	102	4	0.9
COc1ccc(NC(=O)N2CCN(CCC#N)CC2)cc1
    -2	-2	0	103	102	-2	0	0	103	1	0.1
O=C(Cn1c(C(F)(F)F)nc2ccccc21)Oc1cccc(C(F)(F)F)c1
    7	-8	1	100	102	1	-6	-3	103	10	0.7
CCOC(=O)C1CCN(C(=O)C23CC4CC(CC(C4)C2)C3)CC1
    -1	-5	-4	107	105	-3	-7	-5	107	2	0.7
Cc1cc(OCCn2ccnc2)cc(C(C)C)c1
    -1	-2	-9	101	105	-2	-2	-5	100	1	-0.3
N#CC1=C(N)OC2=C(CN(Cc3ccccc3)C/C2=C\c2cccnc2)C1c1cccnc1 (stereo not drawn)
    -5	1	-11	91	101	-5	-1	-2	88	2	0.3
CC(NC(=O)c1ccc(CS(=O)(=O)Cc2ccccc2F)o1)c1ccc2c(c1)OCCO2 (stereo not drawn)
    -4	-6	-6	102	98	-8	-4	-4	99	0	0.0
CCOC(=O)N1CCC(N2C(=O)c3ccccc3C2Nc2ccccc2)CC1 (stereo not drawn)
    -6	0	0	102	110	-8	0	-4	104	1	1.1
CC(C)CC(=O)NC(=S)NNC(=O)c1ccc(NC(=O)C2CCCCC2)cc1
    -1	-7	-14	106	103	-4	-5	-7	100	-13	-1.6
O=C(N/N=C/c1c(Cl)cccc1Cl)C(=O)NC1CC1
    -7	2	-6	?	96	-1	0	0	93	2	0.4
O=C(Nc1cccc(NC(=O)c2cccnc2Cl)c1)c1ccco1
    0	0	-9	104	105	1	-1	0	103	5	-0.3
CC1CN(C(NC(=O)c2ccccc2)C(Cl)(Cl)Cl)CC(C)O1 (stereo not drawn)
    3	2	0	142	120	-4	-1	0	150*[activator]	6	1.1
CCOC(=O)N=Nc1c(O)n(CC(=O)OC)c2ccccc12
    -2	-2	0	99	100	5	-3	4	99	2	0.3
CCOC(=O)c1c(C)n(C)c2ccc(O)c(S(=O)(=O)c3ccccc3)c12
    0	1	5	90	90	2	0	2	90	1	0.5
O=C(CCc1ccccc1)NN1C(=O)C2C3C=CC(C3)C2C1=O (stereo not drawn)
    3	-2	1	?	99	3	-2	1	97	0	-0.1
Cc1cc(C)n(C(=O)c2ccc(S(=O)(=O)N3CCCC3)cc2)n1
    -15	0	-10	103	102	-11	-1	-7	101	2	0.4
CCn1c(N)c(C(=O)NCCOC)sc1=S
    6	3	0	105	107	5	3	-2	102	2	0.0
COc1ccc(C(=O)NC(=S)NNC(=O)c2ccc(NC(=O)C(C)C)cc2)cc1
    -6	-7	-17	100	97	-7	-7	-10	103	-4	-0.8
COc1ccc(C(c2nnnn2Cc2ccccc2)N2CCN(C(=O)c3ccco3)CC2)cc1OC (stereo not drawn)
    -7	-2	-6	100	103	-7	-2	-9	103	2	1.3
CCC/C(=N\NC(=O)Cc1csc(N2CCOCC2)n1)c1ccccc1
    -6	-1	-7	106	108	-5	0	-4	105	0	-0.3
COc1cnc(-c2cccc(C(F)(F)F)c2)nc1OC
    -4	-2	-5	?	100	0	-2	-3	102	4	0.4
O=C(NS(=O)(=O)c1ccccc1)c1ccccc1O
    -12	0	-7	98	104	-10	0	-4	103	3	0.4
CC1(c2ccccc2)NC(=O)N(CC(=O)N2CCOCC2)C1=O (stereo not drawn)
    -21	-3	-13	101	101	-11	-8	-14	102	2	-0.1
CC(C)n1c(O)c(N=NC(=O)Cc2csc(N3CCOCC3)n2)c2ccccc21
    -1	-1	-1	103	99	-1	-2	-1	100	10	2.1
O=C(O)[C@H]1CCCC[C@H]1C(=O)NCCNC(=O)[C@@H]1CCCC[C@@H]1C(=O)O
    -13	-3	-4	103	98	-5	2	-3	97	1	0.2
COCCn1nnnc1CN(Cc1cc2cc(OC)c(OC)cc2[nH]c1=O)C1CCCC1
    -1	-1	-1	96	99	-1	-1	1	94	4	0.3
CC1CCN(Cc2nnnn2-c2ccc(Cl)cc2)CC1
    0	-2	-3	93	98	3	-3	-5	94	3	0.6
CCOC(=O)C1=C(C)NC2=C(C(=O)CCC2)C1c1cccnc1 (stereo not drawn)
    -4	0	-1	98	99	-6	-3	-1	96	1	0.1
COC(=O)c1cc(NC(=O)c2cc(C)oc2C)cc(C(=O)OC)c1
    -29	-35	-35	98	99	-26	-33	-30	99	-1	-0.4
CCOC(=O)NC(Nc1cc(C)ccn1)(C(F)(F)F)C(F)(F)F
    -7	-3	-6	104	107	-6	-2	0	110	2	0.8
COc1ccc(NC(=O)C2CCCCN2S(=O)(=O)c2ccc(F)cc2)c(OC)c1 (stereo not drawn)
    0	0	3	96	94	-6	0	-1	98	38	1.9
COc1ccc(OC)c(Nc2nc(-c3cccc([N+](=O)[O-])c3)nc3ccccc23)c1
    -8	4	-1	100	107	-1	0	-2	103	0	0.4
Cc1sc2ncn(-c3ccccc3)c(=O)c2c1C
    -6	0	-2	95	102	0	1	0	100	2	0.4
O=C(Cc1cccs1)Nc1nc2ccccc2s1
    -3	-1	-3	100	100	-2	-2	-1	103	3	0.5
Cc1ccc(C)c(NC(=S)/C(=C(\[O-])c2ccc(OC(F)F)cc2)[n+]2ccccc2)c1
    0	1	-9	?	101	-2	-3	-2	104	4	-0.3
COc1cc(C(=O)Nc2cc(C(F)(F)F)ccc2N2CCOCC2)ccc1O
    -1	-4	-6	85	70	-1	-5	-6	79	2	1.5
Cc1ccccc1NC(=O)CSc1nc(N)c(C#N)c(-c2cccs2)c1C#N
    -11	0	-8	98	99	-9	0	-2	101	2	1.3
COc1cc(Br)cc2cc(C(=O)NCC3CCCO3)c(=O)oc12 (stereo not drawn)
    -4	5	-5	100	102	1	0	-3	104	1	0.2
CC12C(=O)N(Cc3ccco3)C(=O)C1C1c3ccccc3C2c2ccccc21 (stereo not drawn)
    -8	1	-6	103	100	-13	2	-2	101	2	0.6
CC(C)(C)NC(=O)Cn1c(Cl)nc2ccccc21
    -8	-3	-4	100	101	-2	0	-4	100	14	1.6
Cc1ccc(C)c(N2C(=O)CN=C2Nc2ccccc2Cl)c1
    -11	0	-9	101	98	-11	-3	-8	98	1	0.6
COc1ccc(N2C(=O)c3ccc(NC(C)=O)cc3C2=O)cc1
    -11	0	-4	102	102	-8	0	-4	99	4	0.3
Cc1ccc(C)c(NC(=O)C(=O)NCCCN2CCOCC2)c1
    -5	-1	0	99	100	0	-2	-1	99	2	0.5
COc1cc(OC)cc(-c2nc(-c3cccs3)no2)c1
    -1	-5	-8	106	102	0	-23	-6	101	13	1.1
CCN(CC)C(=O)CCCc1c[nH]c2ccccc12
    1	6	0	95	102	9	7	3	98	1	0.2
CCCNC(=O)c1ccc2snnc2c1
    -4	-6	-11	101	101	-4	-4	-6	101	0	-0.1
C=C(Cl)COc1ccc2c(CCC)cc(=O)oc2c1
    -6	-4	-6	100	103	-6	-10	-10	100	56	1.0
Cc1cccc(Cn2ncc(Cl)c(Cl)c2=O)c1
    0	-2	0	104	97	0	-2	0	102	2	0.4
Cc1ccc(NC(=O)C2CCN(S(=O)(=O)c3cccs3)CC2)cc1
    -10	-1	-2	102	105	-6	1	-2	101	3	0.1
CNC(=O)Cn1nc(C)c2ccccc2c1=O
    -2	-3	-1	102	100	-1	0	-4	103	4	1.0
CCOc1cc(C(=O)N2CCN=C2SC)cc(OCC)c1OCC
    -15	-4	-11	98	102	-7	-4	-13	101	3	0.6
Fc1ccc(-c2cc3nc(-c4ccccc4)cc(N4CCN(CCN5CCOCC5)CC4)n3n2)cc1
    -1	-3	0	99	102	1	-2	0	100	7	4.1
N#CCC(CNc1ncc(C(F)(F)F)cc1Cl)OC(=O)c1cccc([N+](=O)[O-])c1 (stereo not drawn)
    -13	-1	-9	99	100	-14	-3	-6	101	2	0.1
COc1cc2c(C(=O)N3CCN(C4CCCCC4)CC3)cn(CC(C)C)c(=O)c2cc1OC
    -1	0	-1	99	101	-2	-5	-2	100	0	-0.1
COc1ccc(CN2CCN(CCc3ccccc3)C(CCO)C2)c(O)c1 (stereo not drawn)
    -1	8	5	97	98	4	5	5	100	0	0.3
COC(=O)c1cc(NS(=O)(=O)c2ccc(N3CCCCCC3)c([N+](=O)[O-])c2)cc(C(=O)OC)c1
    -2	-1	-2	96	102	-2	-1	-1	99	-1	-0.1
CC(C)(C)n1nnnc1C(c1ccccc1)N1CCc2ccccc2C1 (stereo not drawn)
    -12	2	-11	99	97	-10	-2	-5	96	1	0.9
Cc1c(C(=O)OCc2nc3scc(-c4ccccc4)c3c(=O)[nH]2)cccc1[N+](=O)[O-]
    -3	-4	-8	100	106	-4	-6	-8	95	13	0.3
CN(c1ccccc1)c1ccc(/C=C(\CCC(=O)O)c2nc3ccccc3s2)cc1[N+](=O)[O-]
    0	0	-2	101	102	0	-1	-6	101	-1	-1.1
COCCNC(=O)C(OC(=O)c1cccs1)c1ccccc1 (stereo not drawn)
    -4	-3	-1	93	100	-3	-1	-3	91	1	0.5

Carrying on:
Each structure is followed by: Bfl-1 Bim block	Bcl-W Bim block	Bcl-B Bim block	RGS7-Gao reg	RGS8-Gao	Bim-Bcl-2	Mcl-1 Bim block	Bcl-XL Bim block	RGS4-Gao reg	ABCG2 block	ABCB1 inh
CCN(CC)C(=O)Cn1cnc2c1c(=O)n(C)c(=O)n2C
    4	21	7	93	87	4	29	6	95	-4	-0.9
O=C(COC(=O)CCC(=O)c1ccc(F)cc1)Nc1cccc(S(=O)(=O)N2CCOCC2)c1
    -8	-5	-3	105	105	-1	-2	-2	104	0	0.1
CCOC(=O)CCSc1nc(C)cc(C(F)(F)F)c1C#N
    -2	-2	-4	103	102	-2	-3	0	104	3	1.0
Cc1nnc(SCC(=O)NC(C)(C)C)n1C1CCCCC1
    -1	0	-3	99	104	0	-2	-4	101	1	1.8
Cc1cccc(C(=O)N2CCN(c3ccc([N+](=O)[O-])c(N4CCOCC4)c3)CC2)c1
    1	2	6	95	98	0	0	0	100	4	0.7
CCCOc1ncnc2c1sc1nc3c(cc12)COC(C)(C)C3
    -3	2	0	98	102	0	0	0	104	3	0.0
